FLuc counter – counter-screen for miR-21 project: firefly luciferase inhibitors or activators. purified FLuc, Km substrates, luminescence inhibition. Potency, µM (series often up to 57.5 µM), inactives show at the highest dose activity change, negative = inhibition, most hits filed as inhibitors. actives 6.9% (n = 360,000). AID 588342;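 note: plate controls were vehicle for no effect and reference inhibitor for full effect; nearly all actives have a fitted effect of over 55% in size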
Target sequence (P08659 whole entry, looked up): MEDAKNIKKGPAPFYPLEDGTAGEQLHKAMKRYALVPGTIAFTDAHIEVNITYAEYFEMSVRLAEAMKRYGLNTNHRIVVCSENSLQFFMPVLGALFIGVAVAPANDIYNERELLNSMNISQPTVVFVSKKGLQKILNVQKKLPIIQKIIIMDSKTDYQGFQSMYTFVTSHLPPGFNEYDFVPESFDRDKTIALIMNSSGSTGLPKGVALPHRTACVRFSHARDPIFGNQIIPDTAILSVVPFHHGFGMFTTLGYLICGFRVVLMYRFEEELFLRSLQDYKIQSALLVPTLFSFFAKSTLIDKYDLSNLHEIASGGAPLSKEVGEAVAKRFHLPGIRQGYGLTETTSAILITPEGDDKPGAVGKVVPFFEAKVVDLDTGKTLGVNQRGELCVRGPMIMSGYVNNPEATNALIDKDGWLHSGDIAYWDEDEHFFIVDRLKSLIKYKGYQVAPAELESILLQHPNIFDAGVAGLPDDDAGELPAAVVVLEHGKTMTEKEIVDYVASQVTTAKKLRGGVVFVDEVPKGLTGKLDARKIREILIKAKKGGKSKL
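Biochemical qHTS of compounds, final roughly 60 µM downward over six points, against 10 nM purified firefly luciferase using Km concentrations of substrates (10 uM D-luciferin, 10 uM ATP) in Tris acetate pH 7.5 buffer; luminescence output.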
p53 reactivation – re-activators of mutant p53; H1299 p53-A138V BP100-luciferase reporter, luminescence, 24 h; AID 504706; Potency, µM (top dose mostly 92.2 µM), for the others: top-dose activity change, positive = activation, usual class: activators; actives 0.063% (n = 320,000); note: % of control where 0% means no effect; nearly all actives have a fitted effect of over 45% in size
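H1299 (p53-null), stable ts p53-A138V + BP100-Luc; 1000 cells/well, Opti-MEM/10% FBS; cpd 4 pt, 1:5; 24 h, 37 deg C, 5% CO2; detection reagent 10 min RT; luminescence.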
Rab9 promoter act – Rab9 promoter activation; Huh7 Rab9 promoter-luciferase reporter, luminescence, 24 h; Potency, µM (series often up to 9.22 µM), without a hit: at the top dose activation, negative = inhibition, usual class: activators; actives 2.8% (n = 320,000); AID 485297; note: % of control where 0% means no effect; nearly all actives have a fitted effect of over 60% in size
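Steps: seed 1500 Huh7 Rab9-luc cells per well, rest 2 h at 37 °C; add compound in DMSO; incubate 24 h; add luciferase reagent, 10 min ambient; read luminescence.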
uPA surface inh – cell surface uPA generation inhibition | cell surface uPA generation assay, qHTS | Potency, µM (highest dose often 38.3 µM), for the others: top-dose activity change, negative = inhibition, hits mostly inhibitors | actives 0.31% (n = 330,000); active = well fitted inhibition curve with a large enough effect; inconclusive = small, poorly fitted or top-dose-only effect; inactive = no such curve, though single readings can be large or run the other way; tested in mouse RAW 264.7 cells; note: % is set by controls: 0 for no effect and ±100 for the full control effect; nearly all actives have a fitted effect of over 55% in size
MBNL1 CUG block – MBNL1-poly(CUG) RNA binding inhibition; Q9NR56; TR-FRET MBNL1-His/biotin-(CUG)12 binding, 665/545 ratio; Potency, µM (doses to about 57.5 µM), for inactives: at the top dose activity change, negative = inhibition, most hits filed as inhibitors; actives 0.036% (n = 280,000); AID 2675; active = well fitted inhibition curve with a large enough effect in the signal ratio, with a control signal flat, not every such curve was filed as active; inconclusive = small, poorly fitted or top-dose-only effect, or effect the other way, or a change in a side signal; inactive = no such curve, though single readings can be large or run the other way; the % refers to the signal ratio; note: % is set by controls: 0 for no effect and ±100 for the full control effect
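TR-FRET between His-tagged MBNL1 and biotin-(CUG)12 RNA, detected with Tb anti-His antibody (0.055 ng/ul) and streptavidin-XL665 (5 nM), 60 min at room temperature. Compounds titrated 92 nM to 58 uM; 665/545 nm ratio normalized to buffer and complex controls.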
Gal4-VP16 FLuc – counter-screen for ROR gamma inhibitors: Gal4-VP16 reporter; Drosophila S2 Gal4-VP16 UAS-luciferase, luminescence, 20 h; Potency, µM (titrated, usually from 53.6 µM), without a hit: at the top dose activity, negative = inhibition, usual class: inhibitors; actives 3.5% (n = 310,000); AID 2546;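 note: Gal4-VP16 expression switched on by copper sulfate through the metallothionein promoter; % is set by controls: 0 for no effect and ±100 for the full control effect; nearly all actives have a fitted effect of over 50% in size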
RORgamma inh – ROR gamma (mouse) transcription inhibition; Potency, µM (highest dose often 53.6 µM), inactives show at the highest dose activity change, negative = inhibition, usual class: inhibitors; P51450; Drosophila S2 Gal4-RORgamma UAS-luciferase reporter, 20 h; actives 5.4% (n = 310,000); AID 2551; note: % is set by controls: 0 for no effect and ±100 for the full control effect; nearly all actives have a fitted effect of over 60% in size
Target sequence (P51450 whole entry, looked up, the tested form may be a part): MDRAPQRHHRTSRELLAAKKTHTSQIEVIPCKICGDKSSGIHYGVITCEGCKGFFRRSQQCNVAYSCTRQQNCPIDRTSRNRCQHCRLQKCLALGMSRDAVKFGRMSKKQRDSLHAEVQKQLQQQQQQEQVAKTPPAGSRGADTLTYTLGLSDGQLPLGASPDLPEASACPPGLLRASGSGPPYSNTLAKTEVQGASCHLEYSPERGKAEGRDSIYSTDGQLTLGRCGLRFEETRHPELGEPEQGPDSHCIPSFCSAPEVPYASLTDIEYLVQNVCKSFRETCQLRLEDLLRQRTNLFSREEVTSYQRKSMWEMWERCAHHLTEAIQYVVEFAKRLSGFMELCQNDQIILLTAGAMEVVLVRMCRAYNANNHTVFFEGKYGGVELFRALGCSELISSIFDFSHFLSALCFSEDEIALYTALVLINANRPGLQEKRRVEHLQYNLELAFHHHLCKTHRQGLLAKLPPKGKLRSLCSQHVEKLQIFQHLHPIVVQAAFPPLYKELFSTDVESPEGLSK
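Read-out: Photinus luciferase luminescence; inhibitors lower reporter signal. Insect Schneider cells with Gal4-ROR gamma fusion under metallothionein promoter, UAS reporter; 700 uM final copper sulfate induction, 20 hr, ambient temperature.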
NPC1 promoter act – NPC1 promoter activation. Potency, µM (top dose mostly 9.22 µM), for inactives: top-dose activation, usual class: activators. Huh7 NPC1 promoter luciferase reporter, 24 h. AID 485313. actives 2.4% (n = 320,000);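 note: % of control where 0% means no effect; nearly all actives have a fitted effect of over 60% in size; reporter is driven by a mutant NPC1 promoter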
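Compounds in DMSO were transferred onto Huh7 NPC1-luciferase reporter cells pre-incubated 2 h; after 24 h at 37 °C, Amplite reagent was dispensed and luminescence recorded 10 min later.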
BRCA1 expr act – increases BRCA1 expression | MCF7-BRCA1-FFLuc reporter, luminescence, 48 h; response scale: scaled: vehicle 0%, 10 µM genistein 100% | Potency, µM (series often up to 46.1 µM), for the others: at the top dose activation, usual class: activators | actives 1.1% (n = 380,000); note: nearly all actives have a fitted effect of over 80% in size; some results filed as inactive show a strong effect at the top dose
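MCF7 cells carrying a BRCA1-firefly luciferase reporter (2000 cells/well, phenol-red free MEM) were attached for 2 h at 37 °C, then given compounds for 48 h. Luminescence was read 15 min after luciferase reagent; activity normalized to genistein (10 microM) and DMSO.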
ELG1 genotoxic – induces genotoxicity in HEK293T cells with luciferase-tagged ELG1 | HEK293T ELG1-luciferase reporter, luminescence, 16 h | Potency, µM (titrated, usually from 46 µM), for the others: at the top dose activity change, positive = activation, usual class: activators | actives 1.3% (n = 330,000) | AID 504466; note: % of control where 0% means no effect; nearly all actives have a fitted effect of over 60% in size
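DMSO vehicle served as control against compound-treated ELG1-luciferase HEK293T cells; exposure lasted 16 hr at 37 °C and 5% CO2, followed by ONE-Glo luminescence detection after 30 min.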
Numbers without * were called inactive; ? = inconclusive; nt = not tested or not shown; [ ] = another dose, or the depositor's remark. Unless noted, calls come from the whole dose curve; as a rule, active = well fitted curve in the direction sought with a large enough effect; inconclusive = small, poorly fitted or top-dose-only effect, or another doubt; inactive = no such curve, though single readings can be large; an effect the other way counts as inactive or inconclusive. Potency is the fitted concentration of half-maximal effect.

smiles	FLuc counter	p53 reactivation	Rab9 promoter act	uPA surface inh	MBNL1 CUG block	Gal4-VP16 FLuc	RORgamma inh	NPC1 promoter act	BRCA1 expr act	ELG1 genotoxic
COc1ccccc1NCCC#N	-1%	-6%	-3%	-5%	1%	-4%	26%	0%	-1%	-3%
O=C(NC1CCN(Cc2ccccc2)CC1)c1ccc(N2CC3CC(C2)c2cccc(=O)n2C3)c([N+](=O)[O-])c1 (stereo not given)	-1%	12%	-2%	2%	?	-2%	0%	-3%	-15%	13%
CN1CCN(S(=O)(=O)c2cccc(C(=O)NC3CCCc4ccccc43)c2)CC1 (stereo not given)	1%	-9%	0%	-5%	1%	-24%	-42%	0%	-20%	1%
COc1ccc(C(=O)COC(=O)c2ccc(Cl)nc2)cc1OC	0%	-2%	-2%	-5%	nt	nt	nt	-3%	2%	3%
Cc1ccc(C(=O)NC(=S)N2CCN(C)CC2)cc1Br	0%	nt	0%	-1%	0%	nt	nt	8%	13%	0%
COc1cc(OC)cc(C(=O)NCC(=O)OCC(=O)c2cc(C)n(Cc3ccco3)c2C)c1	27µM*	0%	-2%	-23%	-3%	0%	33%	-3%	-6%	0%
COc1cc(C(=O)Nc2cc(C)ccn2)ccc1OCC(=O)N1CCOCC1	?	12%	10%	-2%	2%	0%	-27%	1%	23%	?
CCOC(=O)c1ccc(NC(=O)COc2ccc(S(=O)(=O)NC(C)C)cc2)cc1	-2%	-7%	-5%	4%	4%	0%	3%	-2%	14%	1%
O=C(CCNS(=O)(=O)c1ccc(Cl)cc1)NCc1cccnc1	-1%	8%	19%	nt	-2%	4%	-2%	-2%	-4%	-3%
O=C(CN1C(=O)NC2(CCCC2)C1=O)N1CCN(C(=O)c2ccco2)CC1	1%	2%	0%	-1%	4%	-9%	-8%	-2%	1%	0%
Cc1onc(-c2c(F)cccc2Cl)c1C(=O)OCC(=O)NC(N)=O	-2%	-3%	-3%	4%	-7%	?	-8%	8%	-15%	-10%
COc1ccc(NC(=O)CC(Cc2ccc(Cl)cc2)C(=O)O)cc1 (stereo not given)	-2%	-3%	11%	0%	2%	-7%	4%	2%	-23%	-2%
CCSc1nnc(Cn2c(=O)sc3ccccc32)n1-c1ccc(OC)cc1	4%	-13%	1%	6%	3%	2%	-5%	-6%	2%	3%
O=C(Nc1ccc(Br)cc1)c1cccc(N2C(=O)CCC2=O)c1	?	21%	18%	9%	-2%	8%	?	6%	-19%	5%
Cc1ccc(S(=O)(=O)N2CCC(N3CCCCCC3)CC2)cc1	2%	-2%	-2%	2%	?	0%	-8%	-1%	1%	0%
O=C(O)C1C2C=CC(O2)C1C(=O)Nc1cccc(C(F)(F)F)c1 (stereo not given)	1%	-1%	0%	-23%	-5%	-11%	0%	-1%	-1%	2%
CCN(CC)C(=O)c1cc([N+](=O)[O-])cc2c1-c1ccc([N+](=O)[O-])cc1C2=C(C#N)C#N	-18%	-13%	6%	-4%	nt	20µM*	?	-3%	-16%	9%
O=[N+]([O-])c1ccc(N2CCc3ccccc3C2)nc1	?	-68%[inhibitor]	17%	-11%	?	27%	-5%	27%	11µM*	?
Cc1ccc(C)c(SCC(=O)NC(=O)NCc2ccccc2)c1	0%	-2%	1%	6%	-1%	-13%	17%	-1%	-22%	-5%
Cc1ccc(NC(=O)CCC(=O)N2CCC(c3ccccc3)=N2)cc1S(=O)(=O)N1CCCCC1	2%	-3%	0%	9%	nt	nt	nt	-1%	-59%	-1%
CCc1ccc(OCc2n[nH]c(=S)n2Cc2ccccc2)cc1	2%	1%	-2%	1%	2%	-2%	-2%	-5%	-2%	1%
C[N+](C)=C1SCC(C)(/C=N/O)S1 (stereo not given)	0%	3%	0%	-1%	-9%	-1%	-20%	0%	8%	-2%
O=C(CCc1ccccc1)Nc1cc(Cl)ccc1O	?	19%	24%	0%	8%	3%	?	7%	2%	0%
CCN(CC)CCCCN1c2ccccc2Sc2ccccc21	0%	-5%	-4%	-11%	-6%	-9%	-19%	-5%	-78%	-7%
CCOc1cccc(/C=C/c2ccc3ccccc3n2)c1OC(C)=O	7.6µM*	-3%	?	-28%	?	?	4µM*	0.63µM*	?	0.37µM*
CCN(CC)S(=O)(=O)c1ccc(C(=O)NNC(=O)c2cccs2)cc1	-3%	-1%	-3%	1%	nt	0%	28%	0%	14%	3%
COc1ccc(C(C)(C)NC(=O)C2CCC(=O)N(C3CC3)C2)cc1OC (stereo not given)	7%	2%	-3%	4%	-3%	-11%	-7%	-7%	-10%	7%
Cc1cc(C(=O)COC(=O)c2nccnc2N)c(C)n1C	9.5µM*	-4%	0.5µM*	-4%	?	?	10µM*	3.2µM*	?	6.5µM*
Clc1ccc(-c2cc(-c3nnc4n3CCCCC4)c3ccccc3n2)cc1	?	?	2%	-1%	-9%	3.2µM*	?	-1%	-20%	-2%
CC(C)Sc1nc2c(c(=O)[nH]c(=O)n2C)n1C	-1%	-2%	11%	3%	-11%	5%	?	12%	-16%	-8%
Cc1cccc(C(=O)O/N=C2\CCCc3ccccc32)c1	0.67µM*	9%	21%	3%	1%	?	-30%	?	43%	-1%
CCN(CC)CCCNC(=O)c1oc2ccc3c(c2c1C)C(O)CC(C)(C)O3 (stereo not given)	0%	0%	6%	7%	-1%	8%	-17%	-2%	-6%	2%
CCCCOc1ccccc1C1C(C(=O)OC)=C(C)N(C)C(C)=C1C(=O)OC	-1%	-3%	6%	6%	-1%	-20%	?	-13%	-41%	-2%
COc1cc(/C=C/C(=O)OC(C)C(=O)NC2CCCCC2C)cc(Cl)c1OC (stereo not given)	3%	-3%	-4%	2%	nt	nt	nt	-2%	0%	1%
COc1cc(C(CC(=O)Nc2ccccn2)N2Cc3ccccc3C2=O)cc(OC)c1OC (stereo not given)	1%	-1%	-4%	3%	-4%	6%	15%	-1%	-18%	3%
COc1ccc(NC(=O)CCNC(=O)Cn2cnc3ccccc3c2=O)c(OC)c1	3%	-2%	-1%	3%	-8%	-1%	42%	-2%	-4%	1%

A portion from the list above, for reference:
smiles	FLuc counter	p53 reactivation	Rab9 promoter act	uPA surface inh	MBNL1 CUG block	Gal4-VP16 FLuc	RORgamma inh	NPC1 promoter act	BRCA1 expr act	ELG1 genotoxic
CCOc1cccc(/C=C/c2ccc3ccccc3n2)c1OC(C)=O	7.6µM*	-3%	?	-28%	?	?	4µM*	0.63µM*	?	0.37µM*
CCN(CC)S(=O)(=O)c1ccc(C(=O)NNC(=O)c2cccs2)cc1	-3%	-1%	-3%	1%	nt	0%	28%	0%	14%	3%

Additional records follow:
smiles	FLuc counter	p53 reactivation	Rab9 promoter act	uPA surface inh	MBNL1 CUG block	Gal4-VP16 FLuc	RORgamma inh	NPC1 promoter act	BRCA1 expr act	ELG1 genotoxic
CCC(C)(C)NC(=O)C(c1ccccn1)N(C(=O)c1csnn1)c1ccccc1 (stereo not given)	-1%	1%	-2%	11%	7%	4%	-11%	-13%	-9%	3%
Cc1onc(-c2c(F)cccc2Cl)c1C(=O)Nc1cccc(Cn2cccn2)c1	4%	-2%	19%	12%	-3%	8%	-1%	15%	10%	-4%
COc1cccc(C2CC(c3cccc(Br)c3)n3ncnc3N2)c1 (stereo not given)	2%	4%	-1%	-28%	-3%	?	?	0%	-2%	1%
O=C1C2C3CC(C(Br)C3Br)C2C(=O)N1CC1CCCO1 (stereo not given)	-2%	-2%	2%	5%	13%	0%	24%	0%	-3%	0%
O=C(N/N=C/c1ccncc1)c1ccc(NS(=O)(=O)c2cccs2)cc1	?	-2%	0%	-3%	9%	-4%	-27%	-5%	-1%	-4%
COc1ccnc2c1c(=O)n(Cc1ccc(F)cc1)c(=O)n2C	-1%	12%	5%	-4%	2%	-12%	6%	-3%	-5%	-1%[9.26 µM]
COC(=O)c1ccc(COc2ccc(-c3nn[nH]n3)cc2)cc1	?	23%	-2%	2%	-2%	3%	1%	2%	12%	4%
COc1ccc(NC(=O)/C(Cl)=C(/Cl)S(=O)Cc2ccc(Cl)cc2)cn1 (stereo not given)	?	-16%	-44%[inhibitor]	24%	nt	2.8µM*	0.79µM*	-56%[inhibitor]	-96%	-15%
CC(=O)NC(c1cccc([N+](=O)[O-])c1)c1ccc2cccnc2c1O (stereo not given)	-12%	-69%[inhibitor]	-48%[inhibitor]	-13%	?	2µM*	1.4µM*	-19%	-88%	?
COc1ccc(/C=C/C(=O)c2c(O)ccc3c(C)cc(=O)oc23)cc1	-15%	-3%	1%	?	-6%	?	-38%	3%	-9%	2%
O=C(c1ccc2c(=O)n(-c3ccccc3)c(=O)[nH]c2c1)N1CCN(c2ccc(F)cc2)CC1	-1%	0%	0%	-1%	-3%	-23%	0%	-3%	?	-5%
COC(=O)c1ccc(C)c(NC(=O)Cn2c(C)csc2=O)c1	nt	9%	nt	2%	nt	nt	nt	nt	1%	1%
O=C1NN=C(c2ccccc2)CC1c1c[nH]c2ccccc12 (stereo not given)	-2%	-6%	1%	-2%	1%	?	26%	9%	-21%	-1%
Cc1cc(C(=O)COC(=O)c2ccc(O)cc2)c(C)n1CC1COc2ccccc2O1 (stereo not given)	-10%	-1%	-4%	6%	nt	9%	36%	0%	-48%	-7%
CCCNC(=O)C1CC(c2ccccc2C(F)(F)F)=NO1 (stereo not given)	0%	-3%	2%	11%	nt	nt	nt	-1%	16%	6%
